Screening results deposited in PubChem BioAssay by National Center for Advancing Translational Sciences (NCATS).
Tau ThT inhib: inhibitors of human tau fibril formation, thioflavin T binding | P10636 | recombinant tau K18 P301L, heparin-induced fibrillization, ThT fluorescence | Potency, µM (highest dose often 57.4 µM), for the others: at the highest dose activity, negative = inhibition, hits mostly inhibitors | actives 2.1% (n = 270,000) | AID 1460; note: nearly all actives have a fitted effect of over 55% in size
Target sequence (P10636 561-689 P618L limits assumed): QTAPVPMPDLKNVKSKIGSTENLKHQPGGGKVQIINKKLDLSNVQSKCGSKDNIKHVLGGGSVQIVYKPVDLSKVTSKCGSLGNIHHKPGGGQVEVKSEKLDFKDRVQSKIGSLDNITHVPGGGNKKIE
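Tau K18 P301L fragment (15 uM unlabeled plus 0.24 uM Alexa 594-labeled) in 100 mM sodium acetate pH 7 with compound, fibrillization induced by 20 uM heparin for 6 hr at 37 C. Thioflavin T (30 uM) added, fluorescence read after 1 hr (ex 450, em 510 nm).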
Tau FP inhib: inhibitors of human tau fibril formation; P10636; Potency, µM (series often up to 57.7 µM), without a hit: top-dose activity, negative = inhibition, actives largely listed as inhibitors; K18 P301L tau heparin fibrillization, Alexa594 FP, 6 h; actives 0.39% (n = 280,000); AID 1468; note: nearly all actives have a fitted effect of over 55% in size
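Quantitative HTS format: compounds meet 15 uM recombinant K18 P301L tau and Alexa 594-tau tracer in 100 mM sodium acetate pH 7; 20 uM heparin triggers fibrillization at 37 C over 6 hr; FP gives the signal.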
aGal spleen mod: inhibits or activates alpha-galactosidase in human spleen homogenate | actives 0.008% (n = 240,000) | human spleen homogenate, 4MU-alpha-Gal fluorescence, 40 min | Potency, µM (series often up to 80 µM), for inactives: top-dose activity change, negative = inhibition, most hits filed as inhibitors | P06280 | AID 2107;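 note: 0% = enzyme with vehicle and -100% = no enzyme basal signal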
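Fluorogenic readout (Ex 365/Em 440 nm) of 4-methylumbelliferone released from 1 mM 4-MU-alpha-galactoside by spleen homogenate, 40 min at 37C, pH 5.0. Data normalized to no-enzyme and enzyme controls; Hill-equation AC50 from compound titrations.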
TexasRed fluor: alters Texas Red total fluorescence, flagging assay interference; Potency, µM (series often up to 106 µM), for the others: top-dose fluorescence change, negative = quenching; AID 1479; actives 0.29% (n = 280,000); TRb/SRC2 Texas Red total fluorescence interference; active = well fitted curve in either direction with a large enough effect; inconclusive = small, poorly fitted or top-dose-only effect
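Flags fluorescent or light-absorbing compounds by total fluorescence, S + 2P, at 555 nm excitation and 632 nm emission. Mixture: 20 nM Texas Red SRC2 peptide, 0.6 uM human TRb LBD, 1 uM T3, 5% DMSO; compound exposure 5 h at ambient temperature.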
L3MBTL1 inh: inhibitors of human L3MBTL1; Q9Y468; AlphaScreen L3MBTL1–H3K9me1 peptide binding; Potency, µM (doses to about 57.1 µM), for the others: at the top dose activity, negative = inhibition, hits mostly inhibitors; actives 0.66% (n = 230,000); note: nearly all actives have a fitted effect of over 60% in size
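First, the protein-peptide complex forms for 30 min at room temperature (L3MBTL1 50 nM, biotinylated H3K9me1 peptide 75 nM). Next, compounds are pin-transferred and incubated 30 min. Finally, AlphaScreen beads are added and read after 30 min.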
TRb SRC2 PPI: inhibitors of human thyroid hormone receptor beta-SRC2 interaction; Potency, µM (top dose mostly 106 µM), for the others: at the highest dose activity change, negative = inhibition, usual class: inhibitors; AID 1469; TRbeta-SRC2 peptide binding, fluorescence polarization; receptor liganded with 1 µM T3; P10828; actives 0.065% (n = 280,000);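 note: plate controls were bound peptide for no effect and peptide without receptor for full effect; nearly all actives have a fitted effect of over 50% in size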
Target sequence (P10828 whole entry, looked up): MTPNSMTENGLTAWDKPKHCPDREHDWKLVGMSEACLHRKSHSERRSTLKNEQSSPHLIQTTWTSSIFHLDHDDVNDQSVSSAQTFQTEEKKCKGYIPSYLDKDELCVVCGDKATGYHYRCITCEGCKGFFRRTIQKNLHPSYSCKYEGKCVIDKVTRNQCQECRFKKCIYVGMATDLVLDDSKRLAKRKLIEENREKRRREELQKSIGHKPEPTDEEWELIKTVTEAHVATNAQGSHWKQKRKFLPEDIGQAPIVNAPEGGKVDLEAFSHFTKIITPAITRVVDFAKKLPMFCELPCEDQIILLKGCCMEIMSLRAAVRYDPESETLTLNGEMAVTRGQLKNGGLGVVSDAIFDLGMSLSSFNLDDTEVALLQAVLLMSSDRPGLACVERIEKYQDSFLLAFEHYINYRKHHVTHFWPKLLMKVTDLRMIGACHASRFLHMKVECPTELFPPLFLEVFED
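TRb LBD 0.6 uM + Texas Red SRC2 peptide 20 nM, 1 uM T3, Tris buffer w/ 5% DMSO; compound pinned, 5 h RT; FP read ex 555/em 632; normalized to unbound and bound controls.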
ALDH1A1 inh: ALDH1A1 (human) enzyme inhibition; actives 7.3% (n = 220,000); Purified ALDH1A1, NADH fluorescence, propionaldehyde substrate; P00352; AID 1030; Potency, µM (titrated, usually from 75.3 µM), for inactives: top-dose activity, negative = inhibition, most hits filed as inhibitors; active = well fitted inhibition curve with a large enough effect, not every such curve was filed as active; inconclusive = small, poorly fitted or top-dose-only effect, or another doubt; inactive = no such curve, though single readings can be large or run the other way;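 note: plate controls were no enzyme wells and a reference inhibitor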
Target sequence (P00352 whole entry, looked up): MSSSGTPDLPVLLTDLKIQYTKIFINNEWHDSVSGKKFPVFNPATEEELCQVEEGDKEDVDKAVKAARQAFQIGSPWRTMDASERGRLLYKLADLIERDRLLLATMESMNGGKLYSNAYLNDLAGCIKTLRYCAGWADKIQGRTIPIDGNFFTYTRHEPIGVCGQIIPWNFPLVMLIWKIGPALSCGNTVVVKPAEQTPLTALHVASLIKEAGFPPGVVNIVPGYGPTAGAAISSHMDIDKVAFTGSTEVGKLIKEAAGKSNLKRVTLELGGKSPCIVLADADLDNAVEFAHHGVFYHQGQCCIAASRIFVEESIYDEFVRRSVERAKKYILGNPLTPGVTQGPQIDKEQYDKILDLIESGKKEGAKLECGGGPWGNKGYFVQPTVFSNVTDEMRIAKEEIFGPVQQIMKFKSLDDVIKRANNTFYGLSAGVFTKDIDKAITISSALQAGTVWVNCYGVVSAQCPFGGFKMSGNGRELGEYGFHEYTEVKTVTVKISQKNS
Tau fluor cs: counter-screen for tau fibril formation inhibitors; tau K18 P301L Alexa594 fluorescence, heparin fibrillization; Potency, µM (series often up to 57.7 µM), for inactives: at the top dose activity change, negative = decrease; actives 0.93% (n = 280,000); AID 1463; note: nearly all actives have a fitted effect of over 55% in size
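Human tau K18 P301L (15 uM unlabeled, 0.24 uM Alexa 594-labeled) in 100 mM sodium acetate pH 7 with 20 uM heparin, 6 hr at 37 C. ThT 30 uM added, 1 hr ambient; Alexa 594 FP and total fluorescence read at 555/632 nm.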
* = called active by the depositor; ? = inconclusive; . = not tested or not shown; [ ] = remark or other dose. Unless noted, calls come from the whole dose curve; as a rule, active = well fitted curve in the direction sought with a large enough effect; inconclusive = small, poorly fitted or top-dose-only effect, or another doubt; inactive = no such curve, though single readings can be large; an effect the other way counts as inactive or inconclusive. Unless noted, % is set by controls: 0 for no effect and ±100 for the full control effect; potency is the fitted concentration of half-maximal effect. Outcome played no part in choosing rows. About 8.5% of those tested had a hit in this group.

Labels used below: A = Tau ThT inhib; B = Tau FP inhib; C = aGal spleen mod; D = TexasRed fluor; E = L3MBTL1 inh; F = TRb SRC2 PPI; G = ALDH1A1 inh; H = Tau fluor cs
O=C1CC(c2ccc(F)cc2)Sc2nc(C34CC5CC(CC(C5)C3)C4)nn21 (stereo unspecified)
  A = -2.4% | B = -1.2% | C = 10.9% | D = -6.9% | E = 3.8% | F = -0.6% | G = -18.5% | H = -9.4%

Cc1ccc(S(=O)(=O)N2CCC(C(=O)Nc3ccccc3N3CCCCC3)CC2)cc1
  A = 2.3% | B = -2.6% | C = 12.8% | D = -0.9% | E = 23.2% | F = -18.6% | G = ? | H = -7.7%

CCc1c(C(=O)NNC(=S)NCC2CCCO2)csc1C (stereo unspecified)
  A = 5.6% | B = 1.1% | C = -5.7% | D = -4.7% | E = 1.9% | F = 1.2% | G = -6.4% | H = 4.5%

COc1ccccc1NC(=O)Nc1cc(C(C)(C)C)nn1C
  A = -11.6% | B = -1.1% | C = 2.5% | D = -0.3% | E = 5.9% | F = -4.6% | G = 9.4% | H = -22.5%

CC1=Nc2ccc(Br)cc2C(c2ccccc2)N1CC(=O)O (stereo unspecified)
  A = 3.2% | B = 5.7% | C = -0.2% | D = -3.2% | E = 9.2% | F = 2.8% | G = -7.0% | H = 11.8%

Cc1ccnc(NC(=O)CCC(=O)N(CC(=O)NC2CCCCC2)C2CCCC2)c1
  A = . | B = 0.2% | C = 4.1% | D = -1.8% | E = . | F = 3.7% | G = . | H = -2.6%

CC(=O)c1cccc(CN2CCN(C(C)C)C(CCO)C2)c1 (stereo unspecified)
  A = -9.0% | B = -3.3% | C = -13.6% | D = -4.5% | E = -4.2% | F = -7.9% | G = 3.1% | H = -7.9%

O=S(=O)(c1ccccc1)N1CCC(O)(CSc2ccc(Cl)cc2)CC1
  A = -3.8% | B = 2.1% | C = -8.7% | D = 2.5% | E = 14.6% | F = 4.3% | G = ? | H = ?

Cc1cccc(N2CCN(C(=O)c3ccc4c(c3)N(Cc3ccccc3F)C(=O)c3ccccc3S4=O)CC2C)c1 (stereo unspecified)
  A = -6.2% | B = 2.5% | C = . | D = 5.3% | E = . | F = -2.6% | G = . | H = -14.3%

CCOC(=O)c1ccc(NC(=O)c2c(C)[nH]c(C(=O)OCC)c2C)cc1
  A = ? | B = -2.5% | C = -5.1% | D = -1.9% | E = . | F = -3.6% | G = 1.6% | H = -14.7%

COc1ccc(NC(C)=O)cc1NC(=O)c1ccc(Cl)cc1
  A = -12.6% | B = -4.6% | C = 2.6% | D = 0.7% | E = . | F = 4.0% | G = -3.5% | H = -12.1%

Cc1ccc(-c2nn(-c3ccccc3)cc2/C=N/n2c(-c3ccncc3)n[nH]c2=S)cc1
  A = 0.8% | B = -0.5% | C = 0.1% | D = -1.5% | E = -15.1% | F = 4.3% | G = . | H = -23.8%

CCS(=O)(=O)NCC(c1cccnc1)N1CCN(c2ccccc2F)CC1 (stereo unspecified)
  A = 2.2% | B = -11.4% | C = -0.4% | D = -1.9% | E = 0.8% | F = -7.4% | G = 9.7% | H = -2.5%

Cc1cc(C(=O)OCC(=O)Nc2cc(S(=O)(=O)N(C)C)ccc2C)c2ccccc2n1
  A = -7.7% | B = -0.6% | C = 5.4% | D = -3.2% | E = 0.2% | F = 4.7% | G = ? | H = -14.5%

Cc1ccc(-c2nnn(CC(=O)N3CCCCC3)n2)o1
  A = -3.6% | B = -8.8% | C = -3.0% | D = 0.3% | E = 17.5% | F = 6.1% | G = 3.2% | H = -1.7%

COc1ccc(CCNC(=O)C2CC(c3cccc(F)c3)=NO2)cc1 (stereo unspecified)
  A = -0.3% | B = -6.8% | C = -9.3% | D = -1.7% | E = . | F = -11.2% | G = . | H = 1.2%

COC(=O)c1ccc(NC(=S)NC2CC3CCC2C3)cc1 (stereo unspecified)
  A = -14.9% | B = -10.7% | C = -3.1% | D = -1.7% | E = 6.5% | F = 5.8% | G = ? | H = ?

O=C(CN1CCN(S(=O)(=O)c2ccc(Cl)cc2)CC1)NC(=O)NC1CCCCC1
  A = -6.9% | B = -0.7% | C = 2.3% | D = 2.0% | E = . | F = -21.3% | G = -4.6% | H = -16.9%

COc1ccc(CCN2C(=O)CCC2(C)C(=O)NC2CCCC2)cc1OC (stereo unspecified)
  A = -0.3% | B = -2.8% | C = 5.5% | D = -1.6% | E = . | F = 1.3% | G = 14.2% | H = -5.7%

Cc1cccc(C(=O)NCCc2nnc(SCC(=O)Nc3nc(C)cs3)n2C)c1
  A = -6.8% | B = 6.5% | C = 3.4% | D = -1.2% | E = . | F = -6.8% | G = 4.9% | H = -1.7%

CCc1ccc(C(=O)NNc2ccccc2F)cc1
  A = -9.1% | B = -6.5% | C = 4.6% | D = -1.0% | E = 6.0% | F = -6.0% | G = -7.1% | H = -6.1%

CC(C)CCNC(=O)c1cc(S(=O)(=O)N2CCCCC2)ccc1N1CCOCC1
  A = -0.5% | B = -3.0% | C = 3.3% | D = -3.3% | E = . | F = 2.2% | G = . | H = -3.4%

O=C(/C=C/c1ccccc1)c1ccc(O[C@H]2OC(CO)C(O)C(O)C2O)cc1O (stereo partly specified)
  A = -7.8% | B = 6.3% | C = 13.5% | D = -0.1% | E = . | F = -0.7% | G = -5.0% | H = 7.0%

CCCCOc1cccc(NC(=O)c2cccc(C(=O)Nc3cccc(OCCCC)c3)c2)c1
  A = 5.4% | B = -13.0% | C = . | D = ? | E = . | F = -1.4% | G = . | H = -1.0%

COc1ccc(C(=O)CSc2nc(-c3ccccn3)nc(C)c2Cl)cc1
  A = . | B = 2.9% | C = -5.1% | D = -0.9% | E = . | F = -8.0% | G = . | H = -19.7%

CCCCN(CCCC)S(=O)(=O)c1c(C)[nH]c(=O)[nH]c1=O
  A = -1.2% | B = 5.4% | C = -5.2% | D = -2.4% | E = . | F = 0.0% | G = 7.5% | H = -0.1%

CC(C)C(NC(=O)C12CC3CC(CC(C3)C1)C2)C(=O)N/N=C/C1=C(N2CCOCC2)C(=C\c2cccc([N+](=O)[O-])c2)/CC1 (stereo unspecified)
  A = -1.7% | B = 6.2% | C = 1.4% | D = -1.7% | E = 1.9% | F = -6.6% | G = ? | H = -1.3%

CCOC(=O)c1sc(=S)n(-c2ccc3c(c2)OCO3)c1N
  A = -15.0% | B = 9.9% | C = -7.1% | D = 1.7% | E = -11.8% | F = -0.2% | G = 10µM* | H = -15.1%

CC(C)=C1SC(N2CCN(c3ccc(C)cc3)CC2)=NC1=O
  A = ? | B = -3.5% | C = 3.6% | D = -2.5% | E = -10.7% | F = -14.2% | G = -10.7% | H = -10.0%

Cc1ccc(-n2ncc3c(=O)n(CC(=O)NC4CCCCC4)cnc32)cc1C
  A = 1.6% | B = 6.6% | C = 0.4% | D = -4.6% | E = -2.0% | F = 3.0% | G = 0.7% | H = 1.6%

Cc1cc(OCC(O)CN(CCO)CCO)ccc1Cl (stereo unspecified)
  A = 7.6% | B = 0.1% | C = -5.9% | D = -8.5% | E = 11.5% | F = -5.8% | G = 5.0% | H = 10.4%

CC(=O)c1cnc(N(C)C)s1
  A = 14.6% | B = 7.5% | C = 0.7% | D = 1.3% | E = 18.6% | F = -13.5% | G = -13.0% | H = 9.8%

Oc1c(C(Nc2ccccn2)c2cccnc2)cc(Cl)c2cccnc12 (stereo unspecified)
  A = ? | B = 16.8% | C = 5.2% | D = -0.6% | E = ? | F = 0.5% | G = ? | H = -7.1%

O=C(O)CC/C(=N\Nc1ccc([N+](=O)[O-])cc1S(=O)(=O)N1CCOCC1)c1cccs1
  A = ? | B = 7.8% | C = 5.5% | D = -1.4% | E = 7.6% | F = -3.1% | G = . | H = -5.2%

CCc1c(C)nc2ncnn2c1N1CCCC(C(=O)Nc2ccc(NC(C)=O)cc2)C1 (stereo unspecified)
  A = -3.7% | B = 3.4% | C = 0.7% | D = -5.0% | E = 1.4% | F = -1.3% | G = 12.6µM* | H = -2.3%

C[n+]1ccccc1C1CCCC/C1=N\NC(N)=S (stereo unspecified)
  A = -6.2% | B = 2.8% | C = -1.1% | D = -3.5% | E = . | F = -6.8% | G = -1.9% | H = -6.4%

CCn1cc(C(=O)N2CCCc3ccccc32)c2cc(OC)c(OC)cc2c1=O
  A = -15.9% | B = -10.0% | C = -6.2% | D = -1.5% | E = -0.5% | F = -12.1% | G = -9.3% | H = -9.3%

Cc1ccc(C)c(Cn2c(=O)n(Cc3ccccc3)c(=O)c3c(C)c(C)sc32)c1
  A = -1.8% | B = 4.4% | C = . | D = 3.1% | E = . | F = 3.1% | G = . | H = -4.6%

CN(Cc1cn(C)nc1-c1cccc(Cl)c1)C1CCOCC1
  A = -7.2% | B = -6.1% | C = 12.1% | D = 0.7% | E = 18.5% | F = -0.8% | G = 3.7% | H = -8.0%

CC(C)C(=O)NN1c2ccccc2CCc2ccccc21
  A = -5.9% | B = 7.5% | C = 15.0% | D = -2.3% | E = 37.2%[activator] | F = -8.2% | G = . | H = -5.2%

O=c1oc2ccccc2c2c1nc(C(F)(F)F)n2-c1ccccc1
  A = 1.2% | B = -5.7% | C = 10.6% | D = -2.9% | E = . | F = -0.2% | G = 5.9% | H = 2.6%

CCOC(=O)N1CCC(N(C(=O)Nc2ccc(CC)cc2)C(C)CC)CC1 (stereo unspecified)
  A = -2.3% | B = -0.6% | C = -6.0% | D = -0.6% | E = 4.8% | F = -5.1% | G = -2.8% | H = -8.6%

CC(=O)OCC(=O)Nc1ccccc1OC(F)F
  A = 0.2% | B = -6.2% | C = -5.3% | D = -0.1% | E = . | F = 2.3% | G = 9.0% | H = -2.3%

Compound profiles, from the list above.
Record of CCc1c(C)nc2ncnn2c1N1CCCC(C(=O)Nc2ccc(NC(C)=O)cc2)C1 (stereo unspecified) = Tau ThT inhib: -3.7%; Tau FP inhib: 3.4%; aGal spleen mod: 0.7%; TexasRed fluor: -5.0%; L3MBTL1 inh: 1.4%; TRb SRC2 PPI: -1.3%; ALDH1A1 inh: 12.6µM*; Tau fluor cs: -2.3%
Record of CC(C)C(=O)NN1c2ccccc2CCc2ccccc21 = Tau ThT inhib: -5.9%; Tau FP inhib: 7.5%; aGal spleen mod: 15.0%; TexasRed fluor: -2.3%; L3MBTL1 inh: 37.2%[activator]; TRb SRC2 PPI: -8.2%; ALDH1A1 inh: .; Tau fluor cs: -5.2%
